Assay outcomes (PubChem BioAssay)
EPAC1 agonist: qHTS for Agonist of cAMP-regulated guanine nucleotide exchange factor 3 (EPAC1): primary screen; EPAC1 agonist qHTS, biochemical assay; response scale: 100% = response to 6.5 mM cAMP; Potency, µM (top dose mostly 154 µM), inactives show top-dose activation, most hits filed as activators; 360,000 compounds, 0.073% hits; AID 720707, 2013; note: potency is the fitted concentration of half-maximal effect; nearly all actives have a fitted effect of over 60% in size
Target sequence (O95398 whole entry, looked up): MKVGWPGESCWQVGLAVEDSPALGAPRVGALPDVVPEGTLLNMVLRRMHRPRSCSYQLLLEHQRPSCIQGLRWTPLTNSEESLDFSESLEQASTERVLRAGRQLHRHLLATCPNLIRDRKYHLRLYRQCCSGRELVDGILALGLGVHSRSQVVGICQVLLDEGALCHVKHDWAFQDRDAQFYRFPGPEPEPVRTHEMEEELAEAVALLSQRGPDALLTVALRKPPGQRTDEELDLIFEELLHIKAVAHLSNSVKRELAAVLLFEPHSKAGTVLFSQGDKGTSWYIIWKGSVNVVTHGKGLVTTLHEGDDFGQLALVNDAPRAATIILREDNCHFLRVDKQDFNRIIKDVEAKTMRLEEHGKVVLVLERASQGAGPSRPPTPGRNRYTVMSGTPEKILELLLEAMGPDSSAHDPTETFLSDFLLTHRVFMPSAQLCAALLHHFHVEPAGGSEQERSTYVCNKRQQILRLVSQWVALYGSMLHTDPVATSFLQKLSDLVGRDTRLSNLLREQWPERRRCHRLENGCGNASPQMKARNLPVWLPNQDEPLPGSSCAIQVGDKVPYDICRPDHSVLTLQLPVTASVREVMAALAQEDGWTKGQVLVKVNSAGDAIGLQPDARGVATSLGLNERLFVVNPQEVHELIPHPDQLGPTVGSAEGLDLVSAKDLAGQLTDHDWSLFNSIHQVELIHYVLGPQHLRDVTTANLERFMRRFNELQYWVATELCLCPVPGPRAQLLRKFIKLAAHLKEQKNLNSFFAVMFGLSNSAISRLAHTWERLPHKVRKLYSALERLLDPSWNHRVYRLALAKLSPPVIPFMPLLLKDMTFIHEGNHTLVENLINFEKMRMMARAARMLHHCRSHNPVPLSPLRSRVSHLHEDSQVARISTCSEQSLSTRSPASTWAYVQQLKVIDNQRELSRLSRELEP
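Normalized to 6.5 mM cAMP, activity reflects EPAC1-catalysed release of BODIPY-GDP from Rap1B, followed kinetically over 30 min at 480 nm excitation, 540 nm emission. Reaction contained 100 nM EPAC1, 250 nM Rap1B-BODIPY-GDP, 50 uM GDP.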
IL2 activator: qHTS of IL-2 Activators; IL-2 activation reporter assay, cell-based qHTS; stimulated with anti-CD3/CD4/CD28 beads; in transgenic mouse T cells; activation, % (series mostly up to about 46 µM); 360,000 compounds, 0.065% hits; AID 652025, 2013; in the data active = activation above about 50%; inconclusive = mostly about 30% to 49%; note: 0% is about no effect
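Screening format: compound pinned onto unstimulated transgenic mouse T cells, 60 min incubation, then anti-CD3/anti-CD4/anti-CD28 bead stimulation for 18 hours at 37 degrees C, followed by EGFP and DsRed detection.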
EPAC1 antagonist: qHTS for Antagonist of cAMP-regulated guanine nucleotide exchange factor 3 (EPAC1): primary screen; Rap guanine nucleotide exchange factor 3 (Homo sapiens), O95398; Potency, µM (series often up to 115 µM), without a hit: at the top dose activity change, negative = inhibition, usual class: inhibitors; 360,000 compounds, 0.14% hits; EPAC1 GEF assay, Rap1b-BODIPY-GDP exchange fluorescence;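 note: potency is the fitted concentration of half-maximal effect; plate controls were vehicle for no effect and positive control for full effect; nearly all actives have a fitted effect of over 50% in size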
PI5P4K alpha inh: qHTS for Inhibitors of phosphatidylinositol 5-phosphate 4-kinase (PI5P4K); Phosphatidylinositol 5-phosphate 4-kinase type-2 alpha (Homo sapiens), P48426; PI5P4Kalpha enzyme, ADP-Glo luminescence, 60 min; active compounds read low; max response, %; 330,000 compounds, 1.2% hits; AID 652105, 2013; active = max response of -50% or lower; inconclusive = between -30% and -50%; inactive = -30% or higher; note: value at the top dose of about 77 µM; % is set by controls: 0 for no effect and ±100 for the full control effect
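ADP-Glo luminescence end-point after a 60 min room-temperature kinase reaction. PI5P4Kalpha and substrate in HEPES pH 7.4 buffer with EGTA, 0.1% CHAPS and 5% DMSO; ATP at 5 microM final.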
WRN helicase inh: qHTS for Inhibitors of WRN Helicase; Bifunctional 3'-5' exonuclease/ATP-dependent helicase WRN (Homo sapiens), Q14191; 360,000 compounds, 0.46% hits; AID 651768, 2012; Potency, µM (titrated, usually from 114 µM), inactives show top-dose activity change, negative = inhibition, most hits filed as inhibitors; WRN helicase unwinding, fluorescent forked duplex, kinetic; note: potency is the fitted concentration of half-maximal effect; % is set by controls: 0 for no effect and ±100 for the full control effect; nearly all actives have a fitted effect of over 55% in size
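Kinetic fluorescence helicase assay: unwinding of a quenched forked DNA duplex (100 nM final) with 2 mM ATP final raises red fluorescence (525/598 nm). Compounds sat 15 min at room temperature with 20 nM WRN beforehand.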
PLK1 PBD inh: qHTS for Inhibitors of PLK1-PDB (polo-like kinase 1 - polo-box domain): Primary Screen. Serine/threonine-protein kinase PLK1 (Homo sapiens), P53350. Plk1 PBD binding of FITC phosphopeptide, fluorescence polarization. Potency, µM, without a hit: max response, negative = inhibition, hits mostly inhibitors. 360,000 compounds, 2.8% hits; note: potency is the fitted concentration of half-maximal effect; series mostly up to about 57 µM; % is set by controls: 0 for no effect and ±100 for the full control effect; nearly all actives have a fitted effect of over 65% in size
FUS yeast rescue: qHTS for Suppressors of FUS Proteinopathy: Primary screen using FUS-linked yeast assay; AID 1347120, 2019; 390,000 compounds, 0.24% hits; Potency, µM (titrated, usually from 76.6 µM), inactives show at the highest dose growth rescue (activation), hits mostly activators; S. cerevisiae FUS-expressing, growth rescue, OD600, 24 h;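 note: potency is the fitted concentration of half-maximal effect; plate controls were DMSO vehicle for no effect and reference control for full effect; nearly all actives have a fitted effect of over 55% in size; some results filed as inactive show a strong effect at the top dose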
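Absorbance at 600 nm, taken 24hr after compound addition, measured rescue of FUS-yeast growth at 30C. Induction used 2% galactose with seeding at OD 0.005. Controls: CP55940 from 92uM final, DMSO only.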
Abeta rescue: qHTS for compounds that reverse cellular toxicity of Amyloid beta (A-beta) peptide in yeast: Primary Screen. yeast expressing A-beta42, growth rescue, OD600, 48 h; response scale: 0% DMSO, 100% iron-clioquinol control. AID 1347071, 2019. 410,000 compounds, 0.063% hits. Potency, µM (top dose mostly 46.1 µM), inactives show at the top dose growth rescue, hits mostly activators; note: potency is the fitted concentration of half-maximal effect; nearly all actives have a fitted effect of over 55% in size
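Growth rescue measured by 600 nm absorbance after 48 h yeast culture at 30 C with compound. Values normalized between DMSO and an equimolar ferric chloride plus clioquinol control.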
Numbers without * were called inactive; ? = inconclusive; . = no result given; & = joins results of further samples; [ ] = another dose, or the depositor's remark. Unless noted, calls come from the whole dose curve; as a rule, active = well fitted curve in the direction sought with a large enough effect; inconclusive = small, poorly fitted or top-dose-only effect, or another doubt; inactive = no such curve, though single readings can be large; an effect the other way counts as inactive or inconclusive.

smiles	WRN helicase inh	Abeta rescue	EPAC1 agonist	IL2 activator	PLK1 PBD inh	PI5P4K alpha inh	FUS yeast rescue	EPAC1 antagonist
Cc1cc(C)n(CCNC(=O)CCc2nnc(CCc3ccccc3)o2)n1	1%	10%	9%	-2.7	-7%	8	-34%	1%
Cc1ccc(S(=O)(=O)N2CCCCC2)cc1C(=O)OC1CCCCC1=O (stereo not drawn)	-7%	-2%	6%	-0.3	-15%	2	21%	4%
COc1ccccc1S(=O)(=O)Nc1ccc2cn[nH]c2c1	-23%	-3%	2%	-0.2	-2%	2	.	-1%
Cc1nc2c(cc1N)nc(C)n2Cc1ccccc1	-24%	-5%	6%	-0.4	-7%	-9	31%	2%
COc1ccc(CN(C)C(=O)CNC(=O)c2ccc3ccccc3c2)c(OC)c1	-4%	-6%	5%	2.8	-8%	4	16%	-1%
Cc1cc(CNCc2c(C(=O)N(C)Cc3ccccc3)nc3ccccn23)nn1C	2%	-8%	13%	0.5	-24%	0	9%	-27%
Cc1cc(C)cc(OCC(=O)N/N=C/c2ccco2)c1	13%	-26%	0%	0.1	-3%	-6	10%	-10%
Cc1cc(N2CCC(C(=O)NC3CC3)CC2)nc(-c2ccccc2)n1	-1%	13%	0%	-0.4	1%	-2	21%	0%
CCC1(C2=CCCCC2)C(=O)NC(=S)N=C1N (stereo not drawn)	16%	-13%	-15%	0.0	-12%	-1	13%	-9%
COc1ccc(NC(=O)CCNC(=O)N2CC(=O)Nc3ccccc32)cc1OC	15%	-11%	-8%	-1.2	-1%	-10	-46%	3%
CCSc1nc(N)c2c3c(sc2n1)CCC3	-9%	6%	0%	-0.4	-11%	0	35%	-13%
CCN(C(=O)COC(=O)c1ccc(OC)c(S(=O)(=O)N2CCCc3ccccc32)c1)C1CCS(=O)(=O)C1 (stereo not drawn)	1%	0%	4%	1.0	7%	1	40%	12%
CC(=O)Nc1ccc(S(=O)(=O)NC2Cc3ccccc3C2)cc1	2%	5%	-14%	-1.6	6%	2	-39%	19%
COc1cccc(/C=C/C(=O)OCC(=O)N2c3ccccc3CC2C)c1OC (stereo not drawn)	-27%	-5%	0%	-0.4	-7%	4	13%	-10%
COC(=O)C1=C(C)Nc2nc3ccccc3n2C1c1ccccc1F (stereo not drawn)	-1%	5%	3%	0.1	-3%	1	8%	8%
CCCCC(CC)CNCc1cccn1CCN1CCOCC1 (stereo not drawn)	-2%	-1%	-1%	0.5	-1%	0	-10%	-4%
CCN1CCN(CC(O)COc2cccc(OC)c2)CC1 (stereo not drawn)	-7%[57.1 µM]	14%	5%	0.3	1%	0	13%	1%
Cc1ccc2c(c1C)NC(=O)C2(O)CC(=O)c1ccc2c(c1)OCO2 (stereo not drawn)	2%	-7%	9%	0.7	-8%	.	32%	-5%
O=C(CN1CCN(C(=O)c2ccccc2)CC1)Nc1cccc(S(=O)(=O)N2CCCC2)c1	-8%	1%	5%	-0.4	1%	-5	24%	4%
O=c1cc(-c2c(F)c(F)c(F)c(F)c2F)oc2ccccc12	2%	-20%	-4%	-1.9	-2%	.	-8%	-1%
CCOC(=O)C1CCN(S(=O)(=O)NC[C@H]2O[C@@H](n3cnc4c(N)ncnc43)[C@H](O)[C@@H]2O)C1 (stereo partly drawn)	-5%	1%	-16%	-0.3	0%	0	-2%	-14%
COc1cc(/C=N/N(C)c2ccccc2)cc(Cl)c1O	-4%	-61%[inhibitor]	9%	-4.1	1%	3	10%	8%
Cc1ccc(NS(=O)(=O)c2cc(C(=O)N3CCc4ccccc4C3)ccc2Cl)cc1	-12%	-42%[inhibitor]	17%	-0.9	0%	.	36%	12%
COc1ccc(-c2ccnc3c(C(=O)O)cnn23)cc1	1%	-14%	0%	-0.1	-12%	0	15%	13%
O=S1(=O)CCN(C(CO)c2ccccc2)CC1 (stereo not drawn)	1%	-1%	9%	-3.3	-1%	1	-20%	12%
CC1CC(C)CN(c2oc(-c3ccco3)nc2C#N)C1 (stereo not drawn)	-5%	-5%	-19%	0.7	-2%	2	6%	11%
Nc1nonc1-c1nc2ccccc2n1CC(=O)N/N=C/c1ccc(-c2ccccc2C(=O)O)o1	-27%[57.1 µM]	0%	-2%	0.2	-20%	-19	0%	-5%
Cn1nc(-c2ccc(N3CCN(CCO)CC3)c([N+](=O)[O-])c2)c2ccccc2c1=O	2%	2%	3%	-1.5	-18%	3	-9%	1%
Cn1c(=O)c2c(ncn2CC(=O)OCC(=O)NCc2ccc(F)cc2)n(C)c1=O	-3%	2%	6%	0.2	2%	2	-9%	-1%
CCOC(=O)C1CCCN(CCC(=O)Nc2cccc(C)c2)C1 (stereo not drawn)	0%	13%&-3%	11%	-0.5	1%	0	18%&-13%	8%
CCOC(=O)c1c(/N=C/c2ccc(C)cc2O)sc2c1CCN(C)C2	-6%	-18%	-2%	-3.2	-12%	-2	40%	-22%
Cc1cc(NC(=O)c2cc(-c3ccncc3)nc3ccccc23)ccc1Br	-9%	-38%[inhibitor]	10%	-6.0	5%	-5	.	0%
Cn1c(=O)c2c(SCC(=O)Nc3ccc4c(c3)OCCO4)nc(CC(C)(C)C)nc2n(C)c1=O	-5%	29%	-8%	-4.0	8%	10	-6%	4%
CCn1nc(C(=O)NNC(=O)c2ccc(OC(F)F)cc2)c2ccccc2c1=O	6%	0%	-5%	4.7	1%	-3	.	7%
CCOC(=O)N1CCN(C(=O)Cc2ccsc2)CC1	9%	14%	-12%	-1.5	1%	-8	-5%	12%
Cc1ccc(S(=O)(=O)N2CCN(C(=O)C3CCCC3)CC2)cc1C	0%[57.1 µM]	-12%	-1%	0.4	3%	-1	-5%	-20%
CCOc1ccc(CCNC(=O)COC(=O)c2cc(OC)c(OC)cc2[N+](=O)[O-])cc1OCC	15%	-4%	4%	-4.9	-10%	9	16%	2%
CN(C)S(=O)(=O)c1ccc(N2CCCC2)c(C(=O)N2CCN(S(=O)(=O)c3ccccc3F)CC2)c1	-8%	12%	7%	3.8	-7%	-1	22%	6%
CCOc1ccc(N2C(=O)CC(N3CCN(c4ccccc4OC)CC3)C2=O)cc1 (stereo not drawn)	-1%	12%	8%	0.1	-7%	-3	11%	-16%
Cc1ccc(-c2c[nH]c(=S)n2-c2ccccc2)cc1	-4%	?	9%	-0.1	-19%	-6	4%	8%
CCOC(=O)CNC(=O)CSc1nnc(-c2ccccc2)c(-c2ccccc2)n1	8%	-9%	-16%	0.2	-14%	2	3%	1%
O=C(NNS(=O)(=O)c1ccccc1)c1ccccc1-n1cccc1	10%	-5%	-2%	-2.5	-8%	-1	-3%	0%
CC(=O)c1ccc(N2CCN(C(=O)CCS(=O)(=O)c3ccc4c(c3)NC(=O)CS4)CC2)cc1	-2%	1%	2%	0.4	-3%	-3	-9%	-3%
Clc1cccc(Nc2nc(-c3ccncc3)nc3ccccc23)c1	-1%	21%	-1%	-4.1	5%	2	10%	11%
Cc1ccc(Cn2ccc(NC(=O)c3cc(C)on3)n2)cc1	-3%	7%	3%	0.5	-8%	0	6%	11%
O=C(CN1C(=O)c2ccc([N+](=O)[O-])cc2C1=O)NCc1ccco1	10%	-16%	8%	-0.8	-11%	3	-1%	-9%
O=[N+]([O-])c1[nH]cnc1/C=C/c1ccccc1	-4%	-1%	7%	-1.9	-6%	3	-12%	12%
CC(C)N(C1=CC(=O)OC12CCCCC2)C(C)C	1%	-15%	-1%	1.3	3%	-6	-19%	8%
CCOC(=O)C(=CNc1cc(C)nn1-c1ccc(C)cc1)C(=O)OCC	-2%[57.1 µM]	-25%	-7%	-0.2	0%	9	26%	2%
Cc1ccc(Nc2c(-c3ccc(N4CCOCC4)cc3)nc3ncccn23)cc1C	5%	-3%&6%	-8%	-2.9	1%	-1	-2%&-7%	3%

Next entries.
smiles	WRN helicase inh	Abeta rescue	EPAC1 agonist	IL2 activator	PLK1 PBD inh	PI5P4K alpha inh	FUS yeast rescue	EPAC1 antagonist
COc1cc(C(=O)NC2CCN(CC(=O)Nc3cccc(C)c3C)CC2)cc(OC)c1OC	19%	-11%	2%	0.4	27µM*	-10	4%	-11%
Cc1csc(SCC(=O)NCc2ccccc2)n1	-1%[57.1 µM]	0%	-2%	-2.4	8%	2	12%	-11%
O=C(NCCCN=C1NS(=O)(=O)c2ccccc21)c1ccc(Cl)cc1	-14%	4%	7%	-1.2	-1%	-13	16%	-4%
CCOc1ccc(NC(=S)N(CCN2CCOCC2)Cc2cc3cc4c(cc3[nH]c2=O)OCCO4)cc1	-6%	-16%	-3%	0.5	5%	5	1%	-16%
Nc1nc2ccc(S(=O)(=O)N3CCCCC3)cc2s1	27%	6%	-7%	-3.8	0.34µM*	-25	-10%	-4%
COC(=O)c1sc(NC(=O)c2c(F)cccc2F)c(C#N)c1C	-8%	3%	8%	-1.2	-6%	-4	-7%	-24%
OC(CN1CCC(Cc2ccccc2)CC1)c1ccccc1 (stereo not drawn)	-5%	-16%	9%	-1.6	0%	-4	-14%	8%
CC(C)c1ccc(NC(=O)C(c2ccc3c(c2)OCO3)N2CCN(C(=O)c3ccco3)CC2)cc1 (stereo not drawn)	-19%	-2%	4%	-3.0	0%	0	?	-6%

Filtered by structure: the compounds so far containing a COOH group
smiles	WRN helicase inh	Abeta rescue	EPAC1 agonist	IL2 activator	PLK1 PBD inh	PI5P4K alpha inh	FUS yeast rescue	EPAC1 antagonist
COc1ccc(-c2ccnc3c(C(=O)O)cnn23)cc1	1%	-14%	0%	-0.1	-12%	0	15%	13%
Nc1nonc1-c1nc2ccccc2n1CC(=O)N/N=C/c1ccc(-c2ccccc2C(=O)O)o1	-27%[57.1 µM]	0%	-2%	0.2	-20%	-19	0%	-5%
